Screening results (PubChem BioAssay)
Insulin prom inh: TRM-6 insulin promoter activity inhibition. TRM-6 cells (human fetal islet line), insulin promoter-eGFP reporter, imaging; reporter expression induced with tamoxifen. AID 1273. inhibition, % at 2 µM. hit rate 0.9% among 130,000;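 active means inhibition above the mean plus 3 SD, with well images judged a real hit on visual review, cut at about 60% in these data, passing the limit was not always enough; inconclusive means inhibition over the cutoff but images rejected on review; inactive means inhibition not above the cutoff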
SDO1 yeast rescue: sdo1-depleted yeast growth rescue; S. cerevisiae sdo1-depleted JHY4D growth rescue, OD600 30 h; active compounds read high; pdr5 snq2 efflux-pump mutant strain; AID 817; z-score at 10 µM; hit rate 0.21% among 140,000;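 active means z-score above 3 at both the 24 hr and the 30 hr optical density reads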;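 further: z-score against mean and SD of all compound wells on the same plate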
SDO1 yeast rescue Rescue 24 h: further read-out of SDO1 yeast rescue, marked with its call; z-score; S. cerevisiae sdo1-depleted JHY4D growth rescue, OD600; measured here: growth rescue at 24 h;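 0 is the plate mean of compound wells and units are plate SD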
* marks the source's active call; other numbers are inactive results; i = inactive; ? = inconclusive; . = no result given; [ ] = remark or other dose. This is a subset; count on the stated rates, not on these rows.

| Insulin prom inh | compound | SDO1 yeast rescue | SDO1 yeast rescue Rescue 24 h |
| --- | --- | --- | --- |
| -19 | CCOc1cc(C(=O)Nc2cc(=O)n(C)c(=O)n2C)cc(OCC)c1OCC | -0.2 | -0.98 |
| -12 | CCC1Oc2ccccc2N(CC(=O)NCCCN2CCN(Cc3ccccc3)CC2)C1=O (stereo not given) | 0.51 | 0.37 |
| -414 | COCCNC(=O)C(OC(=O)CC1Sc2ccccc2NC1=O)c1ccccc1 (stereo not given) | 2.1 | 1.9 |
| -80 | CCOc1ccc(Br)cc1S(=O)(=O)Nc1ccccc1N1CCOCC1 | -0.95 | -1.4 |
| 23 | Cc1ccc(NC(=O)COc2ccc(-n3ccnc3)cc2)cc1Cl | -1.1 | -0.12 |
| . | CCN(CC)CCn1c(=S)[nH]c2cc(Cl)ccc2c1=O | 1.4 | 1.4 |
| . | Cc1ccc(Oc2ccccc2/C=C/C(=O)O)cc1 | 0.29 | -0.37 |
| . | Cc1ccc(-c2nc(C3CCN(S(=O)(=O)c4ccc(C(C)(C)C)cc4)CC3)no2)cc1 | -2 | -0.97 |
| 14 | CCOC(=O)CSc1nc2cc(C(=O)N3CCC(C(N)=O)CC3)ccc2c(=O)n1C1CCCCC1 | . | . |
| -31 | Cc1[nH]c2ccccc2c1/C=N/Nc1nc(Nc2ccc(F)cc2)nc(N2CCOCC2)n1 | -1.4 | -0.98 |
| -52 | CCn1nc(C)c(NC(=O)/C=C/c2cnn(C)c2C)c1C | 0.3 | -1.1 |
| 35 | C=CCNc1nnc(Cl)c2ccccc12 | 0.39 | 0.35 |
| . | CCOC(=O)c1c(C)[nH]c(C)c1C(=O)COC(=O)CCOc1ccccc1OC | 0.16 | -0.15 |
| . | COc1cc(/C=N/NC(=O)c2cc(-c3ccccc3OC(C)C)nc3ccccc23)ccc1O | -1.3 | -1.1 |
| -53 | Cc1nn(C(C)CC(=O)O)c(C)c1C (stereo not given) | 0.4 | 0.42 |
| . | N#CCCCSc1nnc(-c2ccc(Cl)cc2)n1-c1ccccc1 | -1.4 | -0.3 |
| . | COc1cc(/C=N/NC(=O)CN(Cc2ccco2)S(=O)(=O)c2ccccc2)ccc1O | 0.69 | 1.1 |
| -67 | Cc1cccc(NC(=O)CSc2nnc(NC(=O)c3ccco3)s2)c1 | . | . |
| 57 | c1csc(CSc2nnc3sc4ccccc4n23)c1 | -1.8 | -1.3 |
| -72 | COc1ccc(CNC(=O)COC(=O)C2CCC(C(C)(C)C)CC2)cc1 (stereo not given) | -0.05 | 0.18 |
| 45 | CC(C)(C)C1CCC(=NNC(=O)CC(=O)NCc2ccccc2)CC1 (stereo not given) | -0.03 | -0.27 |
| 17 | OC1(c2ccccc2)C/C(=N\n2cnnc2)C=C1c1ccccc1 (stereo not given) | 0.01 | 0.15 |
| -33 | O=C1C=C(NNC(=O)c2ccccc2Br)CCC1 | 1.1 | 0.44 |
| 7 | O=C(Nc1cccc2nsnc12)c1ccc(-c2ccc(Br)cc2)o1 | 0.57 | 1.6 |
| -15 | COc1ccc2[nH]c3c(NCCCN4CCCC4=O)ncnc3c2c1 | 1.2 | 0.28 |

| Insulin prom inh | compound | SDO1 yeast rescue | SDO1 yeast rescue Rescue 24 h |
| --- | --- | --- | --- |
| . | CC(C)(C)c1ccc(C(=O)Nc2ccc(CC(=O)O)cc2)o1 | 0.85 | 0.21 |
| 62 | O=C(Cn1c(-c2ccccn2)nc2ccccc21)NCCN1CCOCC1 | 0.87 | 0.63 |
| 46 | Cc1ccc2c(c1)c1cccc3c1n2CCN3CCC(N)=O | -0.99 | -0.55 |
| -50 | Cc1nc2sc(C(c3ccco3)N3CCc4ccccc4C3)c(O)n2n1 (stereo not given) | . | . |
| -113 | Cc1noc(C)c1COc1cccc(C(=O)N2CCc3ccccc32)c1 | . | . |
| 45 | O=C1/C(=C/c2ccccc2O)SC(=S)N1Cc1cccnc1 | -0.07 | 0.02 |
| . | CCOC(=O)c1[nH]c(C)c(C(=O)OCCOc2cccc(C)c2)c1C | -1.2 | -0.89 |
| 0 | CCC(NS(=O)(=O)c1ccc(OC)cc1)C(=O)O (stereo not given) | -0.43 | -0.93 |
| -17 | NC1=NC(c2ccc(Cl)cc2)n2c(nc3ccccc32)N1 (stereo not given) | 0 | -0.14 |
| 0 | Cc1no[n+]([O-])c1COc1ccc(/C=N/n2nnnc2N)cc1 | 0.04 | -0.12 |
| 7 | COc1ccc(-n2nnc3c(SCc4ccccc4)ncnc32)cc1 | 0.29 | 1.9 |
| . | CCOc1ccc2nc(SCC(=O)N(C)C3CCS(=O)(=O)C3)[nH]c2c1 (stereo not given) | 1.3 | -0.16 |
| 3 | Cc1ccc(NS(=O)(=O)c2cc([N+](=O)[O-])ccc2NNC(=S)Nc2cccc(Cl)c2)c(C)c1 | 2.3 | 2.4 |
| -36 | COC(=O)C1ON2OC(C(=O)OC)C(C(=O)OC)C2C1CC(C)=O (stereo not given) | -0.11 | -1.4 |
| . | CCCC1=[N+](CC(=O)c2ccc(C)cc2)CCn2cccc21 | 0.64 | 0.16 |
| 7 | CCN(CC(=O)NC1CCCCCC1)S(=O)(=O)c1ccccc1 | -0.66 | -0.76 |
| -9 | C=C(C)C1Cc2c(C)nn(-c3ccccc3)c2C1 (stereo not given) | -1.1 | -0.45 |
| 45 | COc1ccc(Nc2ccc(C(N)=O)cc2[N+](=O)[O-])cc1 | . | . |
| 6 | CCC(=O)OCn1nnc2ccccc2c1=O | . | . |
| -33 | CCCCn1c(=O)[nH]c(=O)c2c1nc(-c1ccc(CC)c([N+](=O)[O-])c1)n2C | . | . |
| 9 | CC(C)(C)c1ccc(OCCNC(=O)c2ncn[nH]2)cc1 | -0.96 | -0.04 |
| . | CC(NC(=O)c1cccs1)c1nnc(SCc2ccc(Cl)cc2Cl)n1C (stereo not given) | -0.67 | -0.85 |
| -7 | COc1ccc(CCN(Cc2cccs2)S(=O)(=O)c2ccc(-n3cnnn3)c(OC)c2)cc1OC | -0.28 | 0.28 |
| -17 | C/C(=N\NC(=O)C1CC1)c1cccs1 | 0.19 | 0.49 |
| -6 | CCOC(=O)N1CCN(S(=O)(=O)c2ccc(OC)c(OC)c2)CC1 | 0.02 | -0.16 |

| Insulin prom inh | compound | SDO1 yeast rescue | SDO1 yeast rescue Rescue 24 h |
| --- | --- | --- | --- |
| . | Cc1cc(C(=O)O)sc1C | -0.31[29.3 µM] | 0.22 |
| 68 | COc1ccc(NC(=O)CN2CCN(CC(=O)Nc3ccccc3F)CC2)cc1OC | -0.09 | -0.61 |
| 0 | Cc1ccc(S(=O)(=O)c2nc(C)c3c(n2)CCC3)cc1 | 0.5 | 1.2 |
| 36 | Cc1ccnc2nc(C(=O)N3CCN(c4ccc(F)cc4)CC3)nn12 | 0.51 | -0.18 |
| -50 | CCN1/C(=C2/OC(=S)N(C)C2=O)Sc2ccccc21 | -0.05 | -0.07 |
| ? | Cc1cc(C)cc(OCCCC(=O)O)c1 | 0.67 | -0.05 |
| -29 | CC(C)SC1=NC(C)(C)C=C(/C=C/c2c(Cl)cccc2Cl)N1 | -2.3 | -0.67 |
| . | CCn1cc(Br)c(C(=O)Nc2ccc(F)c(Cl)c2)n1 | 0.24 | 0.32 |
| . | CSc1ccc(/C=N/NC(=O)CNc2cccc3ccccc23)cc1 | -0.12 | 1 |
| 39 | COc1ccc2nc(SCC(N)=O)[nH]c2c1 | 0.33 | -0.36 |
| 0 | CC(C)(C)c1ccc(S(=O)(=O)NC(Cc2ccccc2)C(=O)O)cc1 (stereo not given) | 0.49 | -0.39 |
| 73 | CCOC(=O)/C(=N\Nc1ccccc1)c1csc(Nc2ccc(C)cc2)n1 | -1.1 | 0.6 |
| . | Cc1ccc(C(=O)NCCNC(=O)CN2CCCC2)cc1 | -0.07 | 0.05 |
| 24 | Cc1cccc(NS(=O)(=O)c2ccc(NC(=O)CN(c3cc([N+](=O)[O-])ccc3C)S(C)(=O)=O)cc2)c1 | 1.2 | 0.86 |
| 0 | CC(=O)c1cnn(-c2cc(Oc3cccc(C)c3)ncn2)c1C | 6.9* | 5.5* |
| -64 | Cc1ccccc1OCc1nc2ccccc2c(=O)n1/N=C/c1cn[nH]c1-c1ccccc1 | -0.59 | 0.27 |
| . | O=C(Nc1ccc2c(c1)oc1ccccc12)c1cccnc1 | -2.8 | -1.4 |
| 29 | C/C(=N\Nc1nc2ccccc2[nH]1)c1cc2ccccc2o1 | -1.4 | -0.85 |
| 26 | O=C(Nc1ccc(Cl)cc1)N(C1=NCCC1)c1ccc(OC(F)F)cc1 | -0.7 | -0.07 |
| 12 | CCOc1cc(N2CCOCC2)c(OCC)cc1NC(=O)c1cccc(N(C)C)c1 | . | . |
| -338 | Cn1c(CN2CCOCC2)nnc1SCC(=O)NC1CCCCC1 | 0.25 | 0.1 |
| -45 | O=C(Nc1ccc2c(c1)OCO2)Nc1ccc(Br)cn1 | 0.23 | 1.3 |
| 26 | COC(=O)c1cc(Cl)c(NC(=O)/C=C/c2ccc(OC)c(OC)c2)cc1OC | -0.76 | 0.26 |
| -17 | O=C1S/C(=C\c2ccccn2)C(=O)N1Cc1ccccc1F | 0.15 | 1.4 |
| 0 | COc1ccc(-c2nc(O)c3cnccn23)cc1 | 1.7 | 1.9 |

| Insulin prom inh | compound | SDO1 yeast rescue | SDO1 yeast rescue Rescue 24 h |
| --- | --- | --- | --- |
| i | CC(C)C[C@@H](N)c1nnc(SCC(=O)c2ccc(Cl)cc2)o1 | 0.34 | 0.79 |
| . | O=C(CNC(=O)c1cccs1)c1ccc([N+](=O)[O-])cc1 | -0.48 | -0.63 |
| -43 | CCOC(=O)C1(CCOC)CCN(C(=O)c2ccccc2-c2cccc(C)c2)CC1 | . | . |
| -5 | O=C(COc1ccccc1)NCc1ccc(-n2cccc2)cc1 | . | . |
| . | Cn1c(Cn2cnc3ccccc32)nnc1SCC(=O)CC(=O)Nc1ccccc1 | 1.1 | -0.47 |
| . | Cc1cccc(N2CCN(C(=O)C3CCN(S(=O)(=O)c4cccnc4)CC3)CC2)c1C | 0.66 | 0.68 |
| . | COc1ccc(NC(C)=O)cc1NC(=O)CSc1nc2ncccc2[nH]1 | 0.22 | -0.39 |
| -15 | O=S(=O)(Nc1cccc(C(F)(F)F)c1)c1cccnc1 | 1.6 | 2.3 |
| . | Cc1ccc(C(=O)N/C(=C/c2ccco2)C(=O)O)cc1 | 0.49 | -0.02 |
| -33 | COc1ccc(NC(=O)NC23CC4(C)CC(C)(CC(C)(C4)C2)C3)cc1 | -1 | -0.5 |
| 13 | O=C(OCc1ccccc1F)c1ccc2c(c1)OCCO2 | -0.51 | -0.1 |
| 29 | COc1cccc2cc(-c3cn4ccc(C)cc4n3)c(=O)oc12 | . | . |
| -45 | Cc1ccc(C(c2nnnn2CC2CCCO2)N2CCN(c3cccc(C)c3C)CC2)cc1 (stereo not given) | -0.9 | -0.75 |
| 31 | CN(C)CCC(O)(c1ccccc1)c1ccccc1 | -0.3 | -0.43 |
| . | Cc1cccc(-n2c(N)cc(=O)[nH]c2=S)c1 | 0.33 | -0.81 |
| 11 | O=C(Nc1cccc(F)c1)N1CC=C(c2ccc(Cl)cc2)CC1 | -2.4 | -1.4 |
| -67 | O=C(c1ccc2c(c1)N(Cc1cccc(Cl)c1)C(=O)c1ccccc1S2(=O)=O)N1CCN(c2ccccn2)CC1 | . | . |
| 37 | CCc1nnc(NC(=O)CCc2ccc(C)o2)s1 | 0.4 | 0.54 |
| . | CCN1CCN(c2cc(=O)n(C3CCCCC3)c(=O)[nH]2)CC1 | 0.53 | -0.72 |
| 6 | Cc1ccc2c(c1)c1nnc(SCC(=O)Nc3cccc(Cl)c3C)nc1n2CC(=O)O | . | . |
| 50 | COc1ccc2cc[nH]c2c1 | . | . |
| 0 | Cc1cc(NCc2ccccc2Cl)n2nnnc2n1 | -0.11 | -0.54 |
| -7 | CCc1c(O)nc(SCC(=O)NC(C)(C)C)n(-c2ccccc2)c1=O | 0.2 | -0.29 |
| 48 | Nc1nc(-c2ccc(Br)s2)c(Br)s1 | -2.2 | -1.7 |
| . | CCOc1c2ccc(C(=O)NCc3cc(C(F)(F)F)cc(C(F)(F)F)c3)cc2nn1C | 0.05 | 1.1 |

| Insulin prom inh | compound | SDO1 yeast rescue | SDO1 yeast rescue Rescue 24 h |
| --- | --- | --- | --- |
| 38 | Cc1ccc(C(=O)Oc2ccc3c(c2)ncn3C)cc1 | -0.24 | -0.38 |
| 7 | Cc1csc(C2=C(O)CN(CCc3ccccc3)C2=N)n1 | 1.3 | 2 |
| -88 | O=C(O)c1c(F)c(F)cc2ccccc12 | 0.5 | 0.21 |
| . | Cc1cc2oc(C(=O)NCc3ccncc3)c(C)c2cc1C | -0.65 | -0.57 |
| 13 | Cc1ccc(S(=O)(=O)Nc2c(C)ccc3nsnc23)cc1 | -0.28 | 0.11 |
| 13 | O=C(NC1CCCC1)C(c1ccncc1)N(Cc1ccccc1)C(=O)Cc1cccs1 (stereo not given) | -0.15 | -0.02 |
